Compound activity (PubChem)
ssDAF12 agonist: activates DAF-12 receptor from parasite S. stercoralis; HEK293 ssDAF-12/GRIP1 lit1-tk-luc reporter, luminescence; % of 3 µM dafachronic acid response; activation, % at 6.8 µM; 370,000 tested, 1% active; AID 652126;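 active = activation above the mean over all tested compounds plus 3 SD, cut at about 0.9% in these data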;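 also: 0% = DMSO-only wells and 100% = 3 µM delta7-dafachronic acid wells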
hcDAF-12 act: H. contortus DAF-12 activation, primary screen; AID 652067; activation, % at 6.8 µM; 370,000 tested, 1.4% active; HEK293 hcDAF-12 lit1-tk-luc reporter, luminescence; 0% DMSO, 100% Δ7-dafachronic acid;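 active = activation above the mean of all tested compounds plus 3 SD, cut at about 5.5% in these data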;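 also: 100% = response to 3 µM Δ7-dafachronic acid high control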
sPLA2-III inh: Inhibits HGIII-sPLA2 liposome hydrolysis, primary screen; QFRET BODIPY PC-A2 liposome hydrolysis, fluorescence; Q9NZ20; 370,000 tested, 0.56% active; inhibition, % at 12.2 µM;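 active = inhibition above mean plus 3 SD of compounds lying within the high and low control bounds, cut at about 19% in these data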;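 also: 0% = median of test compound wells and 100% = no enzyme DMSO wells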
Target sequence (Q9NZ20 whole entry, looked up): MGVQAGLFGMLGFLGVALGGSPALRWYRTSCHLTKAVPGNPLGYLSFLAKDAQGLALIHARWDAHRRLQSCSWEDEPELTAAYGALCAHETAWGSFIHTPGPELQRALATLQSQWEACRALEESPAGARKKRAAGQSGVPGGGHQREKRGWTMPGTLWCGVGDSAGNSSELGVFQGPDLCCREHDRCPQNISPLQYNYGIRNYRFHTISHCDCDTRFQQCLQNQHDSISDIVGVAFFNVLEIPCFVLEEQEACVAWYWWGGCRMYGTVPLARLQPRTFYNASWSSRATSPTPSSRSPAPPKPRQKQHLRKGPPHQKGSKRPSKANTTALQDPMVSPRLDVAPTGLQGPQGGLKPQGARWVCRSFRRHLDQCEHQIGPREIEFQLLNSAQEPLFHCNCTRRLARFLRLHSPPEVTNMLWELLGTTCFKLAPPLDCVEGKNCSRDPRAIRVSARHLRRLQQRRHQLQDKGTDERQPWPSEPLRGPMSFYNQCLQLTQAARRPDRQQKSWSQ
GC-B act: GC-B (human) receptor activation | P20594 | HEK293-GC-B cells, CNP EC30, cGMP TR-FRET; 0% at EC30 CNP, 100% saturating CNP | activation, % at 10 µM | 370,000 tested, 0.11% active;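 active = activation at 10 µM reaching about 35% in either raw or pattern-adjusted values, limit read from the data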
GC-A act: GC-A (human) enzyme activation | 370,000 tested, 0.14% active | HEK293 GC-A cells, cGMP TR-FRET, EC30 ANP; 0% at EC30 ANP, 100% saturating ANP | P16066 | activation, % at 10 µM | AID 1671463; in the data active = activation above about 40%
GAA850 FXN act: activators of GAA850 frataxin (FXN) promoter; activation, % at 6 µM; HEK293 lucGAA850 FXN promoter luciferase reporter, 24 h; percent of 10 µM SAHA response; 360,000 tested, 0.56% active;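 active = activation above the average of all compounds screened plus 3 SD, cutoff fixed separately per campaign, cut at about 7.5% in these data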;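 also: 0% = DMSO wells and 100% = 10 µM SAHA wells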
SMARCA2 activ: SMARCA2 function activation, primary screen; 370,000 tested, 1% active; activation, % at 9.1 µM; MG213 cells, MMTV-luciferase reporter, dexamethasone, overnight; in the data active = activation above about 7.8%;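 also: 0% = vehicle wells and 100% = reference activator wells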
ADAM10 inh: inhibitors of human ADAM10; recombinant ADAM10, EDANS/DABCYL FRET peptide cleavage, 3 h; O14672; AID 720582; inhibition, % at 7 µM; 370,000 tested, 0.62% active;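 active = inhibition above a per-campaign cutoff equal to the mean of compounds falling between control-based bounds plus 3 SD, cut at about 20% in these data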;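 also: 0% = DMSO wells while the 100% control is not disclosed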
DAX1 inh-1: NR0B1 (DAX1) inhibition. HEK293 Gal4-DAX1 luciferase reporter, luminescence. inhibition, % at 6.75 µM. 340,000 tested, 0.99% active. AID 504766;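 active = inhibition above the mean over all tested compounds plus 3 SD, cut at about 4.2% in these data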;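 also: 0% = DAX1-transfected cells with DMSO and 100% = empty-vector control cells with DMSO; inhibition shows as a rise in luminescence from relieved DAX1 repression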
Target sequence (P51843 207-470 limits assumed): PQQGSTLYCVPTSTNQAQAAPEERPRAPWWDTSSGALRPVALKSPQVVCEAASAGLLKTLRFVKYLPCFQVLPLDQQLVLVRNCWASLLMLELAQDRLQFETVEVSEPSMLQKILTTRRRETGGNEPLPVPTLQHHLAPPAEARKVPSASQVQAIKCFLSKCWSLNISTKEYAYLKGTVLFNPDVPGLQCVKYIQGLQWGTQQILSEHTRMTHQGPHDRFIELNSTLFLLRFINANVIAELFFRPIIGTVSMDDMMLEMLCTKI
hgDAF-12 ag: agonists of H. glycines DAF-12 nuclear receptor. HEK293 GAL4-hgDAF12 UAS-luciferase reporter, agonist luminescence; normalized to butyrate control. activation, % at 6.8 µM. 370,000 tested, 1.8% active;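 active = activation above a cutoff set at the mean of all screened compounds plus 3 SD, cut at about 10% in these data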;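 also: 0% = DMSO wells and 100% = sodium butyrate wells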
DAX1 inh-2: blocks DAX1 repression of SF-1 activated StAR promoter; HEK293T StAR-luciferase reporter, SF-1/DAX-1 repression relief; inhibition, % at 6.8 µM; 370,000 tested, 1.1% active; AID 652010;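 active = inhibition above the mean over all tested compounds plus 3 SD, cut at about 3.6% in these data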;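 also: 0% = DAX-1 cells with DMSO and 100% = cells lacking DAX-1 with DMSO; higher inhibition means more luminescence from relief of DAX-1 repression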
* hit, by the source's call; . = not tested or not shown.

SMILES | ssDAF12 agonist | hcDAF-12 act | sPLA2-III inh | GC-B act | GC-A act | GAA850 FXN act | SMARCA2 activ | ADAM10 inh | DAX1 inh-1 | hgDAF-12 ag | DAX1 inh-2
O=C(COC(=O)CCc1c[nH]c2ccccc12)Nc1cc([N+](=O)[O-])ccc1Cl | -1.5 | -0.3 | -91 | -2 | -4 | -3.0 | -5 | 0 | 0.0 | 1.0 | -0.7
CCn1c(=O)c2ccccc2n(Cc2cccc(C)c2)c1=O | -1.3 | -2.0 | -5 | -2 | -1 | 1.3 | -3 | -5 | 1.4 | -0.6 | 0.2
O=C(Cn1nc(-c2ccc(F)cc2)ccc1=O)Nc1ccc2c(c1)OCCO2 | -0.8 | 0.3 | -6 | -5 | -7 | 0.1 | -1 | 3 | -0.2 | -1.5 | 0.4
O=c1[nH]c(NCc2ccccc2)nc2c1CCC2 | -1.2 | 0.1 | -3 | . | . | 0.9 | -2 | 4 | 0.4 | 0.5 | -0.9
COc1ccc(S(=O)(=O)N(C)C[C@H]2Oc3ccc(NC(=O)C4CCCCC4)cc3C(=O)N([C@H](C)CO)C[C@@H]2C)cc1 | -1.3 | -1.9 | -21 | 2 | 1 | -4.5 | 0 | -4 | 0.2 | 1.2 | -0.3
CC(=O)O[C@@H]1[C@H]2[C@@H](C[C@@H](C)[C@@H]3CCC(=O)[C@@]13C)OC(=O)[C@@H]2C | -1.3 | 0.6 | 2 | 3 | 3 | 1.3 | -1 | -7 | 0.2 | -0.9 | 0.4
CN(CC(=O)Nc1ccc(Cl)cc1)C(=O)C1=COCCO1 | -0.9 | -1.8 | -3 | -1 | 7 | 0.2 | -1 | -1 | 4.1 | -2.5 | -0.8
CC(=O)Nc1ccc(S(=O)(=O)NCc2cn3ccsc3n2)cc1 | -1.4 | -1.8 | 5 | 1 | 5 | -3.1 | -4 | 7 | 0.5 | -2.0 | 0.6
CCOCCc1c(O)nc(SCC(=O)N2CCOCC2)[nH]c1=O | -1.0 | -1.9 | -1 | 4 | 1 | -0.6 | 0 | 1 | -0.7 | 2.3 | 0.0
O=C(NNC(=O)c1cc2cc3ccccc3nc2s1)c1cccc(C(F)(F)F)c1 | -1.6 | -1.1 | -3 | 5 | -2 | -1.0 | -3 | -5 | 0.4 | 1.5 | 0.6
C=CCNc1nc(C(=O)OCC(=O)Nc2ccccc2C(F)(F)F)cs1 | -0.8 | -0.1 | 2 | -3 | -1 | 1.1 | -2 | -13 | -0.4 | 2.3 | 0.2
CCOC(=O)c1c(NC(=O)CSc2nnc(C)c(=O)[nH]2)sc(C)c1-c1ccc(C)cc1 | -1.4 | 0.0 | -4 | 1 | 2 | 1.2 | 0 | 6 | 4.6* | -0.5 | -0.3
COc1cccc(OCC(O)CNC(=O)c2oc3ccc(C)cc3c2C)c1 (centres undefined) | -1.4 | 0.2 | -8 | 1 | -2 | -0.1 | -2 | 12 | -1.0 | 1.1 | -0.1
O=C(C1Cc2ccccc2CN1S(=O)(=O)c1ccccc1[N+](=O)[O-])N1CCOCC1 (centres undefined) | -0.9 | 0.1 | -8 | 2 | -5 | -0.3 | -6 | -1 | -1.0 | -1.8 | 0.7
Nc1[nH]ncc1C(=O)Nc1cccc(C(F)(F)F)c1 | -1.0 | 0.4 | 3 | 3 | 2 | 1.8 | -3 | -2 | -0.4 | 0.0 | -0.3
Cc1ccc(NCN2C(=O)c3ccccc3C2=O)c(C)c1 | -1.4 | 2.0 | 2 | 4 | 4 | 1.8 | 1 | -2 | 0.1 | -1.0 | 0.4
Cc1ccc(S(=O)(=O)C(CCC(=O)N2CCOCC2)S(=O)(=O)c2ccc(C)cc2)cc1 | -1.2 | -0.7 | 2 | 2 | 2 | 3.3 | 3 | 5 | 2.0 | -0.2 | -0.5
CC(Sc1nc2nn(-c3ccccc3)c(=O)c-2c2n1CCCCC2)C(N)=O (centres undefined) | -0.7 | -0.2 | -2 | -1 | -6 | 2.4 | 0 | 1 | -0.5 | 2.5 | -1.2
CCOC(=O)c1c(C)[nH]c(C(=O)N/N=C/c2cc([N+](=O)[O-])ccc2O)c1C | -1.3 | -1.0 | 24* | -5 | 0 | 5.6 | -1 | -2 | -0.3 | -1.4 | -0.1
O=C(Nc1ccccc1O)c1ccc2c(c1)C(=O)N(c1ccccc1)C2=O | -0.5 | -1.1 | 13 | -7 | -4 | 1.9 | 1 | 1 | -0.1 | 0.2 | 0.3
Nc1nc(-c2nonc2N)no1 | -0.4 | -1.6 | 3 | 5 | 6 | 1.8 | 2 | 6 | 0.6 | 0.8 | 0.1
O=C(Nc1ncc(Cc2ccc(C(F)(F)F)cc2)s1)c1ccc(-c2cccc([N+](=O)[O-])c2)o1 | -0.8 | -1.2 | 3 | 4 | -3 | 1.5 | 2 | 0 | 0.1 | -2.6 | 0.0
COc1ccc(C2(C)NC(=O)N(CC(=O)Nc3cccnc3Cl)C2=O)cc1 (centres undefined) | -0.7 | 0.6 | 7 | -2 | 0 | 2.0 | -2 | -10 | -0.2 | 2.1 | -0.8
CCOC(=O)c1c(NC(=O)COc2ncnc3sccc23)sc2c1CCC2 | -1.6 | 0.6 | -2 | -6 | -4 | 4.4 | -3 | 10 | -0.3 | -1.0 | 0.2
O=C(OCc1cn(Cc2cccc(Cl)c2)nn1)N1CCCC1 | -0.9 | -2.0 | 1 | 0 | 3 | . | -1 | 0 | . | 0.7 | -0.5
Next part
SMILES | ssDAF12 agonist | hcDAF-12 act | sPLA2-III inh | GC-B act | GC-A act | GAA850 FXN act | SMARCA2 activ | ADAM10 inh | DAX1 inh-1 | hgDAF-12 ag | DAX1 inh-2
O=C(CNC1CCCCC1)Nc1cccc([N+](=O)[O-])c1 | -0.7 | -1.4 | 6 | -2 | 5 | 1.4 | -3 | 3 | 3.0 | 0.9 | -0.2
C/C(=N\O)c1ccc2c3ccccc3n(C)c2c1 | -0.7 | 1.6 | -20 | -6 | 1 | 2.3 | 3 | -402 | 0.3 | 4.6 | 1.9
CCn1c(SCC(=O)Nc2ccccc2N2CCOCC2)nnc1-c1ccccc1O | -1.8 | -1.4 | -4 | -8 | -5 | -2.9 | -1 | 6 | -0.5 | -1.5 | -0.3
COC(=O)CCC(=O)Nc1ccccc1C(=O)Nc1ccccc1 | -0.7 | -1.6 | 3 | -3 | -2 | -2.7 | 1 | -1 | 0.0 | -0.4 | 0.3
Cc1cc2nnc(SCC(=O)NCc3cccs3)n2c(N)n1 | -1.1 | -1.4 | 1 | 2 | -2 | -0.8 | 2 | -1 | 0.1 | -1.9 | -0.3
Cc1noc(/C=C/c2ccco2)c1S(=O)(=O)N1CCC(C(=O)NC(C)c2ccccc2)CC1 (centres undefined) | -0.6 | 1.3 | -14 | 1 | -3 | 1.8 | 1 | -1 | 0.4 | 0.6 | -0.4
O=C(Cc1ccc(NC(=O)C2CCN(C(=O)CCc3ccccc3)CC2)cc1)Nc1ccc(C(=O)N2CCOCC2)cc1 | -0.5 | -0.9 | -17 | -3 | 0 | 2.0 | 2 | 1 | 1.1 | -1.7 | 0.2
COc1ccc(C)cc1NC(=O)c1ccc2c(SCC(=O)O)c3c(nc2c1)CCCC3 | -0.7 | -0.2 | -2 | 0 | -6 | 0.6 | -3 | 2 | 1.2 | 4.7 | 0.3
CCc1cc2c(=O)n3c(nc2s1)-c1[nH]c2ccc(OC)cc2c1CC3 | -0.7 | -1.5 | -1 | 0 | 0 | 6.8 | 5 | -18 | 0.0 | 3.2 | 1.5
Cc1cccnc1NC(=O)c1cccc(S(=O)(=O)N2CCN(c3ccc(F)cc3)CC2)c1 | -1.3 | -2.8 | -10 | 2 | 5 | -2.3 | -4 | 4 | -0.7 | -5.7 | -4.6
CCc1nnc(NC(=O)CCC(=O)NC2CC2)s1 | -0.2 | -2.6 | 0 | -1 | 1 | -0.4 | -2 | -6 | 1.5 | 1.8 | -0.8
COc1ccccc1C(=O)NC(=S)Nc1ccccc1N1CCCC1 | -0.2 | 7.1* | 6 | 10 | -9 | -0.8 | -3 | 0 | 1.6 | -2.3 | -2.1
CC(C)C(C)N(Cc1cccc(C(=O)O)c1)C(=O)c1ccc2ccccc2n1 (centres undefined) | -1.1 | -1.1 | -1 | -2 | 7 | 1.9 | -2 | -3 | . | -0.5 | -0.6
CCOc1cccc(CNc2ccc(O)cc2)c1OCc1ccc(Cl)cc1 | -1.1 | -2.0 | 2 | -5 | 1 | -3.2 | 1 | 6 | -0.5 | -2.6 | -0.2
CCOC(=O)C1C(=O)N(O)CC1c1cccc(Oc2ccccc2)c1 (centres undefined) | -0.8 | 2.2 | -42 | -4 | 0 | 0.3 | 7 | 7 | -0.1 | -2.3 | -0.2
CC(C)(C)NC(=O)C(c1ccc(F)cc1)N(C(=O)CCC(=O)Nc1ccccn1)C1CCCC1 (centres undefined) | -0.8 | -0.4 | -2 | -6 | -5 | -4.8 | -3 | -8 | 1.5 | -3.8 | 0.4
Cc1ccc(OCC(=O)NNC(=O)C2CCN(c3ncccn3)CC2)cc1 | -1.1 | -1.7 | 1 | -4 | -1 | 1.7 | -2 | -23 | -0.7 | 0.6 | -0.1
CCOc1cc(CN2CCN(C(=O)c3ccco3)CC2)ccc1OC | -1.2 | -2.1 | -1 | -2 | -2 | 1.7 | -1 | -1 | 0.8 | -1.7 | 0.5
Cc1ccc(NS(=O)(=O)N2CCOCC2)c(C)c1 | -0.9 | -1.1 | 5 | 0 | -1 | 0.6 | -1 | -4 | 0.3 | 0.4 | -0.1
COc1ccc(C(CNC(=O)COc2cccc(C(F)(F)F)c2)N2CCCC2)cc1 (centres undefined) | -0.7 | 0.5 | 10 | -10 | -5 | -0.5 | 0 | -16 | 0.3 | -0.3 | 0.7
COCCNC(=O)C1CCCN(C(=O)c2nc3ccccc3s2)CC1 (centres undefined) | -1.1 | -0.9 | 8 | -4 | -2 | -0.4 | 5 | -8 | . | 4.4 | 0.1
CCn1cc(CN2CCCC(CNS(=O)(=O)c3cccc4cccnc34)C2)cn1 (centres undefined) | -0.7 | 1.9 | 6 | 2 | -2 | 1.5 | -1 | -5 | 0.4 | 0.9 | 1.5
CCOC(=O)CSc1ccc(S(=O)(=O)N2CCCCC2)cc1[N+](=O)[O-] | -0.8 | 0.7 | 16 | -2 | 1 | -0.4 | -6 | -3 | 0.5 | -0.2 | 0.6
COC(=O)c1ccccc1NC(=O)c1cc(-c2ccc(O)cc2)on1 | -0.5 | -0.8 | 2 | -7 | -8 | 0.8 | 1 | -5 | -0.6 | 0.1 | -0.3
CC(Oc1cc(C(F)(F)F)cc(C(F)(F)F)c1)C(=O)NC(N)=O (centres undefined) | -1.1 | -2.4 | -1 | -3 | -1 | -1.6 | -1 | 0 | 0.1 | -1.3 | -0.6

Given with values under each structure: entries from further up
Values run as follows: ssDAF12 agonist	hcDAF-12 act	sPLA2-III inh	GC-B act	GC-A act	GAA850 FXN act	SMARCA2 activ	ADAM10 inh	DAX1 inh-1	hgDAF-12 ag	DAX1 inh-2
CCc1nnc(NC(=O)CCC(=O)NC2CC2)s1
 : -0.2	-2.6	0	-1	1	-0.4	-2	-6	1.5	1.8	-0.8
C/C(=N\O)c1ccc2c3ccccc3n(C)c2c1
 : -0.7	1.6	-20	-6	1	2.3	3	-402	0.3	4.6	1.9

This is a random part of the collection, and some 6.6% of all compounds hit somewhere here.
